TRPM1 prom inh – reduces MITF-dependent TRPM1 promoter luciferase signal | SK-MEL-5 TRPM1 promoter luciferase, 24 h | inhibition, % at 12.5 µM | 0.83% of 330,000 active | AID 488899;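 active means mean inhibition across replicates of 60% or more, whatever share of single replicates reaches that level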; further: values of inactives mirror those of a sister screen read the other way
CF NFkB inh – inhibitors of cystic fibrosis induced NF-kB | KKLEB NF-kB-GFP reporter, PAF-induced, GFP fluorescence overnight | inhibition, % at 5 µM | 0.86% of 360,000 active | AID 588850;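 active means at least 50% inhibition at 5 µM, scaled per plate between neutral and stimulator controls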;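 further: PAF is a Pseudomonas aeruginosa culture filtrate used as stimulus; plate controls were PAF-stimulated DMSO wells for no effect and unstimulated DMSO wells for full effect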
HIF-2a inh – HIF-2a inhibition. 786-0 RCC cells HIF-2a reporter, luciferase luminescence, overnight. 0.72% of 360,000 active. inhibition, % at 18.8 µM;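 active means inhibition of the luminescence signal of 40% or more relative to plate controls, in a single-dose primary screen at 18.75 µM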
NR2E3 ag-1 – NR2E3 (human) agonism | Q9Y5X4 | 0.12% of 320,000 active | inhibition of corepressor binding, % at 4.78 µM | AID 2300 | GST-NR2E3/biotin-RetCOR TR-FRET, 1536-well;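 active means percent inhibition above the cutoff of mean plus 3 SD of all tested compounds, set per screening campaign, cut at about 20% in these data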;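 further: 0% = DMSO wells and 100% = biotin wells as full block of FRET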
Target sequence (Q9Y5X4 whole entry, looked up): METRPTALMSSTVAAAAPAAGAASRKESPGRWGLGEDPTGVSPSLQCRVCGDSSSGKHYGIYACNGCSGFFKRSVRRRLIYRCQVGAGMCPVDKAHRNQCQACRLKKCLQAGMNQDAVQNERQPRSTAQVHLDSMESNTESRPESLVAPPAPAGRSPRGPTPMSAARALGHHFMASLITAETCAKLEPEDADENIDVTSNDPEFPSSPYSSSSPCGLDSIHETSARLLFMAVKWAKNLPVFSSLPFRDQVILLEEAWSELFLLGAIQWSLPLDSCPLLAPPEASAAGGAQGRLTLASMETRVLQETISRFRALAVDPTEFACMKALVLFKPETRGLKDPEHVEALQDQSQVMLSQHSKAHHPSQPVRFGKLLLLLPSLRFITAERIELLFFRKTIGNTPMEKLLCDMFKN
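System: GST-tagged NR2E3 plus biotinylated RetCOR corepressor; Amount: 1.35 nM GST-tagged NR2E3 final; Dosing: single nominal compound dose of 4.8 µM; Schedule: 5 h incubation at 4 °C; Technique: TR-FRET with europium anti-GST and streptavidin-D2, 340 nm excitation; Controls: biotin wells as high control, 0.6% DMSO wells as low control.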
Shn3 3UTR inh – inhibitors of Schnurri-3 3'UTR reporter in osteoblasts; 0.52% of 360,000 active; inhibition, % at 12.5 µM; Clone20 osteoblast Shn3 3'UTR firefly luciferase, 24 h;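 active means mean inhibition of at least 75% with every replicate also reaching 75%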;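 further: 0% = median of neutral control wells and 100% = pilot-screen positive control compound; some compounds past the cut are filed as inactive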
KKLEB cytotox – CF airway cell cytotoxicity counter-screen | KKLEB CF airway cells viability, ATPlite luminescence, overnight; stronger effect = lower value; cells stimulated with P. aeruginosa culture filtrate | activity change (cytotoxicity), % at 5 µM | 0.36% of 360,000 active | AID 602141;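 active means corrected activity change at or below -50% at 5 µM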
NR2E3 ag-2 – activates human NR2E3 receptor | Q9Y5X4 | CHO-S Gal4-NCOR/VP16-NR2E3 two-hybrid, luciferase | inhibition of corepressor binding, % at 3.98 µM | 0.35% of 360,000 active | AID 602229;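 active means inhibition above the mean of all tested compounds plus 3 SD, cut at about 70% in these data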;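 further: 0% = DMSO with NR2E3 transfected cells and 100% = cells lacking NR2E3 construct; higher means lower luciferase signal from less NR2E3 corepressor binding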
Vif imaging – HIV Vif inhibition. HEK293T cells, Vif self-association by quenched fluorescence, imaging, 24 h. inhibition, % at 7.49 µM. 0.35% of 340,000 active. AID 602346; in the data active means inhibition above about 50%, passing the limit was not always enough; further: some results filed as inactive read as strong as hits
CaV13 FRET inh – Disruptors of the CACNA1D IQ motif to Ca2+-dependent inactivation inhibitor domain association, primary screening, Förster resonance energy transfer in intact living … | 0.098% of 340,000 active | AID 743397 | inhibition, % at 12.3 µM | HEK cells, CFP/YFP FRET ICDI-IQ, plate reader, 10 min; percent FRET-ratio fall versus neutral wells;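 active means mean replicate inhibition of at least 30% and at least 1% of replicates passing that level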;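 further: 0% = median of the neutral control wells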
Peg3 prom inh – Peg3 promoter activity inhibition. 1.7% of 360,000 active. inhibition, % at 20 µM. AID 588405. HeLa PEG-Prom luciferase reporter, luminescence, overnight;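 active means inhibition of at least 50% at 20 µM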
PDI inh – PDI (human) enzyme inhibition; PDI insulin aggregation turbidity, A650, 90 min; inhibition, % at 10 µM; 0.052% of 350,000 active; AID 588391;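 active means mean inhibition across replicates of 30% or more, whatever share of single replicates reach that level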;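 further: absorbance from insulin aggregation driven by PDI reduction with DTT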
Target sequence (P07237 whole entry, looked up): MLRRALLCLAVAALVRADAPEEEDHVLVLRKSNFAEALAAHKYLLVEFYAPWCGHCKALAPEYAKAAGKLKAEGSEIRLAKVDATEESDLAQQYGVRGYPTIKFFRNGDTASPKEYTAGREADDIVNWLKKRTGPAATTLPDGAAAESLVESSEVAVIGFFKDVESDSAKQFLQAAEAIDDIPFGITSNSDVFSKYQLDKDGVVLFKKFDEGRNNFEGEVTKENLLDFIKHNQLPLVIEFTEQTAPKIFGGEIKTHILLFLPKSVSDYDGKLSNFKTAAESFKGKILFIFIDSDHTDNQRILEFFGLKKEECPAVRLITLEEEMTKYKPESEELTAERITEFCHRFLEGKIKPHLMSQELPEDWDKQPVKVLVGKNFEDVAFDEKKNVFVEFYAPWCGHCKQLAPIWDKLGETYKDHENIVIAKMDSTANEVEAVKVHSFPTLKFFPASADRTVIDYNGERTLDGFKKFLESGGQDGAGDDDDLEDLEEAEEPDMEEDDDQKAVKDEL
An asterisk follows results filed as active; . = no result given. Hits appear at their usual frequency. About 3.3% of those tested had a hit in this group.

SMILES	TRPM1 prom inh	CF NFkB inh	HIF-2a inh	NR2E3 ag-1	Shn3 3UTR inh	KKLEB cytotox	NR2E3 ag-2	Vif imaging	CaV13 FRET inh	Peg3 prom inh	PDI inh
Fc1ccc(N2N=C(c3cccs3)CC2c2ccccc2)cc1 (stereo not drawn)	-10.0	2.2	-43.2	2.1	9.8	-4.1	0.8	25.9	-7.8	-1.0	-1.5
Cc1cc(C)c(OCC(O)CN2CCN(C(=O)c3ccccc3)CC2)c(C)c1 (stereo not drawn)	0.0	3.2	19.1	-2.3	12.6	-6.2	16.9	6.5	-5.9	20.9	2.9
COc1ccccc1NC(=O)COC(=O)c1ccccc1C(=O)N1CCN(c2ccccc2)CC1	-8.0	14.4	7.4	-0.9	-12.2	-10.1	-6.2	0.7	-4.0	17.1	-4.4
Brc1cc2c(cc1C1OCCCO1)OCO2	-10.6	10.5	12.3	.	7.3	1.7	-7.3	4.2	-6.6	18.3	-20.7
Nc1ccc(-c2nc3ccc(C(=O)O)cc3s2)cc1	114.7*	8.2	87.6*	5.7	68.8	3.2	-24.8	5.4	-15.0	100.9*	-5.2
COC(=O)c1ccc(N=Cc2c(C(F)(F)F)[nH]n(C)c2=O)cc1	-2.8	-6.2	11.0	-3.6	3.7	6.2	-34.5	1.3	13.8	2.8	-0.4
CCOc1c(Cl)cc(/C=C/C(=O)N(CC)CC(=O)NCc2cccs2)cc1OC	2.7	5.5	16.2	-2.3	3.7	-1.3	-21.9	1.8	-16.5	6.0	-5.9
Cc1cccc(C)c1N1CCN(C(=O)Cn2cncn2)CC1	-0.8	11.3	17.9	-0.4	1.4	-2.2	10.5	18.4	-0.8	8.8	6.4
O=C(COC(=O)c1cccnc1Cl)NCc1ccco1	-3.7	1.1	16.6	-0.1	-7.1	-8.5	-21.4	-7.0	-3.8	-2.0	5.3
O=C(Cn1ccc(NC(=O)OCc2ccccc2)nc1=O)NCCc1ccccn1	-1.2	-10.2	8.7	1.7	2.4	-5.0	-8.2	2.9	-8.0	-21.0	1.1
CC1CCc2c(c3ccccc3[nH]c2=O)O1 (stereo not drawn)	7.9	0.4	6.8	3.7	-5.2	-4.2	0.0	.	.	4.2	4.9
CCn1c(COc2c(C)cccc2C)nnc1SCc1nc2ccccc2c(=O)[nH]1	7.4	-0.8	25.4	0.9	17.2	4.5	14.5	-0.6	-2.7	11.9	5.1
Cc1ccc(-c2cnc(C(O)c3c(C)cccc3C)[nH]2)cc1 (stereo not drawn)	.	3.5	7.6	.	5.5	6.3	14.5	4.1	-4.8	8.6	-2.0
Clc1cccc(CN2CCc3c([nH]c4ccccc34)C2)c1Cl	3.0	6.4	-3.2	-4.2	22.3	-19.8	-13.3	-5.0	-17.4	24.2	2.6
COc1ccccc1NC(=O)C(C)Sc1nccn1C (stereo not drawn)	2.3	3.9	-1.9	-0.4	-4.7	7.4	27.3	-1.3	-3.8	4.6	-12.0
CC(OC(=O)CNC(=O)c1ccc2ccccc2c1)C(=O)NC1CCCCC1C (stereo not drawn)	-0.3	12.1	5.2	-0.3	-0.9	-5.3	10.0	-2.8	-5.7	8.4	16.9
NS(=O)(=O)c1ccc(CCNC(=O)CSc2ccsc2[N+](=O)[O-])cc1	-1.9	-17.6	7.2	4.4	7.6	11.3	-0.6	1.6	-20.9	3.7	-3.1
O=C(NC1CCCCC1)C(c1cccnc1)N(C(=O)c1csnn1)c1ccccc1F (stereo not drawn)	-7.4	1.1	8.3	-3.1	0.2	4.4	-48.6	3.4	-4.2	20.1	-2.2
Cc1ccc(C(=O)c2cnc3ccccc3c2-c2ccccc2)cc1	-7.8	70.4*	16.9	1.2	24.8	-17.1	-29.0	-15.4	-8.3	18.6	4.1
O=C(Nc1cc(S(=O)(=O)N2CCOCC2)ccc1Cl)c1ccncc1	3.0	-0.1	2.9	.	-18.1	9.1	-33.4	9.1	-6.1	2.0	1.8
O=C(CC[C@H]1O[C@@H](n2cnc3c(NC(=O)c4ccccc4)ncnc32)[C@H](O)[C@@H]1O)NCCCN1CCOCC1	.	10.4	7.0	.	3.6	-23.2	1.1	.	-5.7	3.9	.
CC(C)n1ncc2c(C(=O)Nc3ccc(CC#N)cc3)cc(C3CC3)nc21	26.4	-12.5	13.3	1.9	-13.5	10.1	-10.4	-8.9	-3.1	15.7	-5.9
Cc1cccc2cc(CN(CC3CCCO3)C(=S)Nc3ccccc3)c(=O)[nH]c12 (stereo not drawn)	6.9	-10.2	16.0	-0.4	-4.7	2.4	-2.6	-12.4	-5.0	16.9	-4.2
c1ccc2c(C[C@@H]3CNCCN3CCC34CC5CC(CC(C5)C3)C4)cccc2c1	.	-0.1	4.1	.	-7.5	-9.9	-10.9	-2.8	-4.9	-15.5	-6.5
CC(=O)Nc1ccc(-c2ccnc3c2CC(C(=O)NCc2ccco2)O3)cc1 (stereo not drawn)	.	60.0*	26.9	.	6.4	-44.3	-0.3	13.9	-10.3	-16.1	-12.0
COC(=O)c1cc(C#N)c(Oc2cccc(C)c2C)nc1C	-7.9	-7.0	2.3	-2.4	3.7	3.0	0.2	-2.5	.	12.2	-2.8
Cn1cccc1C(=O)OCc1nc2ccccc2c(=O)[nH]1	-28.0	19.7	-88.9	.	-10.4	-9.0	-36.1	-1.7	-2.9	-80.0	-7.4
O=C(Cc1c(Cl)cccc1Cl)Nc1cccnc1	-6.6	2.9	7.8	2.2	5.0	6.5	-13.5	11.5	-16.6	2.8	-6.1
CCN(CC(=O)NCc1cccs1)C(=O)c1ccc(S(=O)(=O)N(C)C)cc1	1.7	10.6	12.9	-1.2	10.9	-4.4	30.7	-1.7	-6.7	9.7	5.0
COc1ccc(N2CCN(C(=O)c3cc4c(C)nc5ccccc5c4o3)CC2)cc1	0.7	-8.0	6.7	0.6	9.6	-13.8	27.5	-10.2	-6.8	26.4	4.8
COc1cc(OC)c(OC)cc1CN1CCN(c2ccccc2OC)CC1	5.2	13.3	15.8	3.9	16.6	-5.5	-11.4	7.1	-4.0	20.9	13.9
CN(CC(=O)Nc1cccc(F)c1)C(=O)c1cn(-c2ccccc2)nc1-c1ccc(F)cc1	.	-7.4	-3.2	-1.6	-4.6	-6.0	5.8	25.3	-2.4	26.4	3.4
COc1ccc(S(=O)(=O)NC(CC(=O)O)c2ccco2)cc1 (stereo not drawn)	6.8	2.0	6.8	-2.6	20.2	-4.2	7.7	-1.5	-3.9	8.2	11.7
COc1cc(CN2CCNC(=O)C2CC(=O)N2CCCO2)cc(OC)c1 (stereo not drawn)	-2.7	3.4	-1.2	3.2	-11.9	1.3	18.8	-5.2	-6.0	10.4	-2.4
CCCCOCCCNC(=O)CCCOc1ccccc1	2.4	4.1	19.9	2.8	-3.2	0.6	4.5	0.7	-0.6	1.8	5.2
CCO[C@H]1OC(C(=O)N2CCOCC2)=C[C@@H](c2coc3ccccc3c2=O)[C@@H]1CCCO	-0.9	-13.8	6.3	2.4	3.5	2.2	1.8	9.4	-4.6	-0.8	0.0
C=CCSc1nnc(-c2nnc(SCC=C)n2-c2ccccc2)n1-c1ccccc1	11.4	-17.3	15.3	-5.2	-5.4	7.4	-17.8	-3.2	-4.6	17.7	-1.1
COc1ccc2[nH]cc(/C=N/NS(=O)(=O)c3ccc(C)cc3)c2c1	3.0	11.8	1.1	0.0	18.4	12.9	8.0	-8.7	-6.8	1.7	-1.4
CC(C)CN(C(=O)CN1CCCCCC1)c1c(N)n(CC(C)C)c(=O)[nH]c1=O	7.5	-3.4	13.5	1.9	-25.8	-16.4	-28.8	.	-4.5	3.3	8.6
COCCN1C(=O)N(c2cccc(OC)c2)C(=O)C1CC(=O)Nc1ccc(OC)cc1 (stereo not drawn)	-2.0	-6.4	6.6	3.8	-8.3	2.1	-35.2	9.4	0.7	4.8	-1.6

Compound profiles (already shown). Order of values: TRPM1 prom inh, CF NFkB inh, HIF-2a inh, NR2E3 ag-1, Shn3 3UTR inh, KKLEB cytotox, NR2E3 ag-2, Vif imaging, CaV13 FRET inh, Peg3 prom inh, PDI inh
CN(CC(=O)Nc1cccc(F)c1)C(=O)c1cn(-c2ccccc2)nc1-c1ccc(F)cc1 in the list: ., -7.4, -3.2, -1.6, -4.6, -6.0, 5.8, 25.3, -2.4, 26.4, 3.4
Cc1cccc2cc(CN(CC3CCCO3)C(=S)Nc3ccccc3)c(=O)[nH]c12 (stereo not drawn) in the list: 6.9, -10.2, 16.0, -0.4, -4.7, 2.4, -2.6, -12.4, -5.0, 16.9, -4.2

Next section.
SMILES	TRPM1 prom inh	CF NFkB inh	HIF-2a inh	NR2E3 ag-1	Shn3 3UTR inh	KKLEB cytotox	NR2E3 ag-2	Vif imaging	CaV13 FRET inh	Peg3 prom inh	PDI inh
O=C(NC1CCCCCC1)c1ccc(CS(=O)(=O)Cc2ccccc2F)o1	-5.0	20.2	-20.1	-3.6	6.7	-4.3	12.6	-5.1	-5.4	-13.4	-4.7
Cc1ccccc1N(CC(=O)O)S(C)(=O)=O	-9.4	-10.0	1.5	3.6	8.9	3.7	-20.1	-13.2	.	4.4	-0.5
Cc1cc(Cl)c2oc(C(=O)N3CCN(c4cccc(C)n4)CC3)c(C)c2c1	-62.9	8.3	-251.8	3.7	-160.9	1.3	-106.1	-4.2	-5.1	-229.6	10.6
Cc1sc2nc[nH]c(=O)c2c1-c1ccc(Cl)cc1	1.5	17.3	17.1	4.0	1.1	-2.4	12.4	0.4	-4.6	36.0	8.1
O=C(CCc1nc(-c2ccccc2F)no1)NCCN1CCN(Cc2ccccc2)CC1	1.9	17.1	16.3	-2.7	3.7	-6.2	-9.2	37.7	-1.9	15.9	2.5
COc1ccc2cc(C(=O)C3CCCN(C(=O)c4cnccn4)C3)ccc2c1 (stereo not drawn)	2.8	-9.0	-20.8	1.7	-19.8	5.1	-6.1	10.0	3.4	-7.0	4.6
COC(=O)c1ccc(NC(=O)CC2C(=O)N(C)C(=S)N2Cc2ccc(S(N)(=O)=O)cc2)cc1 (stereo not drawn)	-6.2	-1.8	11.0	-0.3	6.9	-6.8	-12.4	-6.9	-6.2	9.8	-3.5
Cc1nnc2ccc(-c3cccc(NC(=O)c4ccco4)c3)nn12	4.6	-56.7	-24.5	0.2	-4.0	-3.8	15.8	.	-1.9	-14.3	-0.5
Cc1ccc(C(=O)NCCCNC(=O)Cc2ccccc2)cn1	-1.4	-16.0	12.9	2.9	-4.5	-2.1	-15.7	-5.8	-1.2	1.4	1.9
O=C(Cc1csc(NC(=O)Nc2cccc(Cl)c2)n1)NCc1ccccn1	-48.9	3.3	-206.8	-2.5	-50.2	-7.8	-64.4	1.8	-6.4	-131.8	3.6
COCCNC(=S)N1CCN(C(=O)C(=O)Nc2ccc(C(=O)OC)cc2)CC1	11.6	0.3	5.6	-1.9	-21.6	12.5	3.5	1.4	-5.0	9.0	15.5
Cc1[nH][nH]c(=O)c1[C@@H](c1ccccc1[N+](=O)[O-])C(C#N)C#N	12.7	-13.2	19.3	0.0	-1.1	5.6	-30.9	-3.2	-16.3	18.5	-12.6

From PubChem
